TexasRed_fluor = Total Fluorescence Counterscreen for Inhibitors of the Interaction of Thyroid Hormone Receptor and Steroid Receptor Coregulator 2; TRb/SRC2 Texas Red total fluorescence interference; Potency, µM (series often up to 106 µM), for the others: at the top dose fluorescence change, negative = quenching; 0.29% of 280,000 active; AID 1479, 2009; active means well fitted curve in either direction with a large enough effect; inconclusive means small, poorly fitted or top-dose-only effect
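Flags fluorescent or light-absorbing compounds by total fluorescence, S + 2P, at 555 nm excitation and 632 nm emission. Mixture: 20 nM Texas Red SRC2 peptide, 0.6 uM human TRb LBD, 1 uM T3, 5% DMSO; compound exposure 5 h at ambient temperature.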
TRb-SRC2_inh = qHTS for Inhibitors of the Interaction of Thyroid Hormone Receptor and Steroid Receptor Coregulator 2. 0.065% of 280,000 active. AID 1469, 2008. Thyroid hormone receptor beta (Homo sapiens), P10828. Potency, µM (top dose mostly 106 µM), without a hit: at the highest dose activity change, negative = inhibition, hits mostly inhibitors. TRbeta-SRC2 peptide binding, fluorescence polarization; receptor liganded with 1 µM T3;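 further: plate controls were bound peptide for no effect and peptide without receptor for full effect; nearly all actives have a fitted effect of over 50% in size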
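Polarization signal, normalized between peptide-alone and full complex controls, measured compound effects on T3-liganded human TRb LBD (0.6 uM) binding 20 nM Texas Red SRC2 peptide after 5 hr.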
RECQ1_inh = qHTS Assay for Inhibitors of RecQ-Like Dna Helicase 1 (RECQ1); Potency, µM (series often up to 57.3 µM), for the others: at the top dose activity, negative = inhibition, hits mostly inhibitors; RECQ1 DNA unwinding, red fluorescence kinetic read; 0.54% of 240,000 active; ATP-dependent DNA helicase Q1 (Homo sapiens), P46063;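 further: plate controls were vehicle for no effect and no enzyme for full effect; nearly all actives have a fitted effect of over 30% in size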
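50 nM RECQ1T1 preincubated 15 min with compound in Tris pH 8.0 buffer with MgCl2, DTT, Tween-20 and 2.5 ug/ml poly(dI-dC); started with 200 nM TAMRA/BHQ-2 forked duplex and 2 mM ATP. Unwinding read as fluorescence (525/598 nm), two reads 2 h apart.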
* hit, by the source's call; ? = inconclusive. Unless noted, the call rests on the fitted dose curve; in most records, active means well fitted curve in the direction sought with a large enough effect; inconclusive means small, poorly fitted or top-dose-only effect, or another doubt; inactive means no such curve, though single readings can be large; an effect the other way counts as inactive or inconclusive. Unless noted, on the % scale 0 is the no-effect control and ±100 the full control effect; potency means the concentration at half of the fitted maximal effect.

SMILES TexasRed_fluor TRb-SRC2_inh RECQ1_inh
CCCCCCCCCCCCOCCOCCOCCOCCOCCOCCOCCOCCOCCO ? -1.8% -28.3%

Compound activity (PubChem BioAssay)

Not all compounds are listed. The share of hits here may be higher or lower than overall.
